# GLP-1R agonist – GLP-1 receptor (human) agonism; HEK293 GLP-1R CRE-luciferase, luminescence, 4-6 h; cells express a hypersensitive GLP-1R form; 380,000 tested, 0.007% active; P43220; AID 624172; Potency, µM (series often up to 45.6 µM), for inactives: top-dose activation, usual class: activators; note: potency is the fitted concentration of half-maximal effect; % of control where 0% means no effect
# Target sequence (P43220 whole entry, looked up): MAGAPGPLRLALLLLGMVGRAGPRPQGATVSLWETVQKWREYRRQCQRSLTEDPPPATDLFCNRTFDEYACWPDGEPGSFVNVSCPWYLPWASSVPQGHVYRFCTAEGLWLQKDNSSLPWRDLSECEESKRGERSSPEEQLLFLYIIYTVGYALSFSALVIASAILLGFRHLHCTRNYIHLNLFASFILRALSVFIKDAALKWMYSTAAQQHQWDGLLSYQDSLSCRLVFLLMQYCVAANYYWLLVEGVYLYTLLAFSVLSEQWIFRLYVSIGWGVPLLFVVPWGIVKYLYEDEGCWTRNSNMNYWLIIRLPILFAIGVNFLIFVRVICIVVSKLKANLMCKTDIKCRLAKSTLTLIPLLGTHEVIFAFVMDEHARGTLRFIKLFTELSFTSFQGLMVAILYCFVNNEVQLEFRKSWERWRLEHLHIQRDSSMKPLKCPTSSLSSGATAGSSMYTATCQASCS
# FUS suppressor – FUS proteinopathy suppression in yeast | S. cerevisiae FUS-expressing, growth rescue, OD600, 24 h | 390,000 tested, 0.24% active | Potency, µM (doses to about 76.6 µM), inactives show at the top dose growth rescue (activation), most hits filed as activators;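 note: potency is the fitted concentration of half-maximal effect; plate controls were DMSO vehicle for no effect and reference control for full effect; nearly all actives have a fitted effect of over 55% in size; some results filed as inactive show a strong effect at the top dose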
#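 Yeast FUS proteinopathy model; galactose-induced FUS (2%), starting OD 0.005. Cpds in dilution series, 24hr, 30C, 99% humidity. Abs 600 nm growth. Pos ctrl CP55940 (top 92uM final); neg ctrl DMSO.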
# D3 antag – antagonists of human D3 dopamine receptor; 360,000 tested, 2.5% active; max response, negative = inhibition, %; P35462; D3R cells, DiscoveRx beta-arrestin luminescence, antagonist mode; stronger effect = lower value; in the data active = max response below about -50%; inconclusive = no clear call, values can overlap the other calls; note: % is set by controls: 0 for no effect and ±100 for the full control effect; mostly tested at two doses, the higher about 12 µM
#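 Cells plated overnight at 1500 cells/well, then exposed to library compounds with dopamine controls for 90 minutes at 37 degrees C. DiscoveRx reagent added for 30–60 minutes at room temperature; luminescence read, quantitative HTS format.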
# PTHR1 ag – PTHR1 (human) receptor agonism; 410,000 tested, 0.075% active; HEK293 GP2 PTHR1 cells, GloSensor cAMP luminescence, 1 h; Q03431; Potency, µM (top dose mostly 115 µM), without a hit: at the highest dose activation, hits mostly activators; AID 743266; note: potency is the fitted concentration of half-maximal effect; nearly all actives have a fitted effect of over 55% in size; some results filed as inactive show a strong effect at the top dose; inactives centre near -15; many of its hits are not listed in these tables
# Target sequence (Q03431 whole entry, looked up): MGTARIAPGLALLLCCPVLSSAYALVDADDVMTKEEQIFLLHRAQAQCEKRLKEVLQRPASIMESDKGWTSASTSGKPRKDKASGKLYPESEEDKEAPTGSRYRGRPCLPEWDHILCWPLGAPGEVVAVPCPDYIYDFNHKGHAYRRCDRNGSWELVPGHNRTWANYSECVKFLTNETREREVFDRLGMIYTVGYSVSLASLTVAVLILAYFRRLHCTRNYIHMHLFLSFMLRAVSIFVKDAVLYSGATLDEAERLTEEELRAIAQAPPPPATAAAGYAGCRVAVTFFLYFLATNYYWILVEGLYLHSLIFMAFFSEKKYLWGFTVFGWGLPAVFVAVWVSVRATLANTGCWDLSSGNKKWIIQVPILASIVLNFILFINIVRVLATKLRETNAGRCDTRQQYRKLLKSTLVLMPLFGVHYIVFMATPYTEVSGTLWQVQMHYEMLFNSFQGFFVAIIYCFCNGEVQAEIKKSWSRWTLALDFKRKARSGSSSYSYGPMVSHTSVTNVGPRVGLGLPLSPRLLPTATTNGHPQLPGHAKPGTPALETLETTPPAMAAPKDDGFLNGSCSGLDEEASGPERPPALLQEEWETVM
#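 HEK-293-derived GP2 cells expressing PTHR1 and a GloSensor cAMP reporter, 3,000/well, plated overnight, given luciferin plus IBMX (each 0.5 mM as added) for 1 h at 37 °C, then compound for 1 h at 37 °C. Luminescence was read after 15 min at room temperature.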
# GLP-1R inv ag – GLP-1 receptor (human) inverse agonism; P43220; HEK293 GLP-1R CRE-luciferase, luminescence, 24 h; GLP-1R form is constitutively active; Potency, µM (top dose mostly 38.3 µM), for inactives: top-dose activity change, negative = inhibition, actives largely listed as inhibitors; 410,000 tested, 1.6% active; AID 624417; note: potency is the fitted concentration of half-maximal effect; % is set by controls: 0 for no effect and ±100 for the full control effect; nearly all actives have a fitted effect of over 55% in size
#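 Stable HEK293 clone (constitutively active GLP-1R + cAMP-response luciferase); 200 cells/uL plated, 12 h pre-culture, compound 24 hr, 37 deg C/5% CO2; detection reagent 12 min RT; luminescence.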
# aSyn rescue – rescues yeast growth from alpha-synuclein toxicity; Yeast expressing alpha-synuclein, growth rescue, BacTiter-Glo, 24 h; Potency, µM (top dose mostly 46.1 µM), for the others: at the highest dose growth rescue (activation), usual class: activators; 370,000 tested, 0.14% active; note: potency is the fitted concentration of half-maximal effect; % of control where 0% means no effect; nearly all actives have a fitted effect of over 65% in size
#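 Rescue of yeast growth: cells expressing toxic alpha-synuclein, induced in galactose at OD600 0.02, incubated with compound 24 h at 30 C. ATP luminescence quantified growth; inhibitors of toxicity appear as activators.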
# Abeta rescue – compounds reversing amyloid beta toxicity in yeast. yeast expressing A-beta42, growth rescue, OD600, 48 h; response scale: 0% DMSO, 100% iron-clioquinol control. Potency, µM (doses to about 46.1 µM), inactives show at the top dose growth rescue, usual class: activators. 410,000 tested, 0.063% active. AID 1347071; note: potency is the fitted concentration of half-maximal effect; nearly all actives have a fitted effect of over 55% in size
#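 Yeast growth medium received pinned compounds, then yeast cells expressing toxic A-beta were added; plates incubated at 30 C for 48 hr. Growth read as absorbance at 600 nm, normalized to DMSO and equimolar FeCl3 plus clioquinol controls.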
# TDP-43 yeast inh – rescues yeast growth from TDP-43 toxicity; Potency, µM (doses to about 46.1 µM), for inactives: top-dose growth rescue (activation), actives largely listed as activators; TDP-43 expressing yeast growth rescue, BacTiter-Glo, 24 h; 410,000 tested, 1.8% active; note: potency is the fitted concentration of half-maximal effect; % of control where 0% means no effect; nearly all actives have a fitted effect of over 50% in size
#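 Yeast expressing TDP-43 (pregrown in raffinose, seeded at OD600=0.02 in galactose medium) exposed to compounds 24 hr at 30 deg C. Growth read by BacTiter-Glo luminescence; rescue of toxicity appears as increased signal.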
# Akt phos inh – blocks phosphorylation of Akt | Neuro2A IGF-stimulated pAkt S473 HTRF, 20 min; stronger effect = lower value | activity change, % for hits at 50 µM | 360,000 tested, 0.32% active | AID 651550; in the data active = activity change below about -80%; inconclusive = mostly about -51% to -80%; note: % is set by controls: 0 for no effect and ±100 for the full control effect
#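 Neuro2A cells in DMEM with 0.5% FBS, overnight at 37 deg C, given compound at single 50 µM final, then IGF (6 nM final) for 20 min at 37 deg C. Lysed; phospho-Akt Ser473 by HTRF after 24 h, 665/615 ratio.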
# An asterisk follows results filed as active; i = inactive; ? = inconclusive; · = no result given; & = joins results of further samples; [ ] = remark or other dose. Unless noted, calls come from the whole dose curve; as a rule, active = well fitted curve in the direction sought with a large enough effect; inconclusive = small, poorly fitted or top-dose-only effect, or another doubt; inactive = no such curve, though single readings can be large; an effect the other way counts as inactive or inconclusive.
SMILES,GLP-1R agonist,FUS suppressor,D3 antag,PTHR1 ag,GLP-1R inv ag,aSyn rescue,Abeta rescue,TDP-43 yeast inh,Akt phos inh
CC(C)CNC(=O)c1cccc(NC(=O)Cc2ccc(Cl)cc2)c1,-15%,·,33,-3%,-22%,4%,0%,-3%,i
O=C(CC1CCCCC1)NCc1ccccn1,-2%,9%,24,8%[57.5 µM],0%,1%,-3%,?,i
CC1=NN(c2ccccc2)C(=O)C1N=Nc1ccccc1 (configuration not stated),4%,-21%,5,-22%,26%,1%,2%,7%,i
Cc1cc(=O)oc2cc(Oc3ccc([N+](=O)[O-])cc3[N+](=O)[O-])ccc12,-13%,·,-13,-29%,4%,5%,-54%[inhibitor],?,i
Cc1nnc(-c2cnn(C)c2N)n1Cc1ccccc1,-7%,-5%,27,i,7%,-1%,7%,-4%,i
Cc1ccc(C)[n+](CC(=O)c2ccc(-c3ccccc3)cc2)c1,-3%,11%,-2,-12%,?,12%,-12%,-2%,i
Cc1cc(N)n(-c2ccc(S(=O)(=O)N3CCCC3)cc2[N+](=O)[O-])n1,17%,36%,5,i,19%,3%,5%,4%,i
CCCN(CCC)S(=O)(=O)c1ccc(Cl)c([N+](=O)[O-])c1,-8%,-7%,?,-53%[inhibitor],?,1%,-18%,25%,i
CCCc1nc(SCC(=O)N2CCOCC2)c2c(C)c(C)sc2n1,19%,22%,-7,-25%,-19%,4%,-31%[inhibitor],5%,i
CCCCOc1ccc(C2OC34CCCCC3C(C#N)(C#N)C2(C#N)C(=N)O4)cc1 (configuration not stated),-3%,15%,?,-10%,8%,1%,17%,19%,i
COc1ccc(CCN2CN(S(=O)(=O)c3ccccc3)c3nc4ccccc4nc32)cc1OC,-4%,7%,-23,-24%,3%,7%,1%,-5%,i
Cc1ccc(-c2cc(-c3cccs3)[nH]n2)c(O)c1,-1%,4%,0,-16%,?,-16%,-6%,-20%,i
CCN1C(=NCCOC)N[C@@H](c2cccc(C(F)(F)F)c2)C(C(=O)OC)=C1C,4%,-10%,?,-14%,-19%,-2%,-12%,-12%,i
Cc1ccc(-c2nc3scc(CCNS(=O)(=O)c4ccc(F)c(C)c4)n3n2)cc1,·,2%,·,-74%[inhibitor],7%,·,-2%,5%,·
CN(C)S(=O)(=O)c1ccc(C(=O)NCC(=O)N/N=C/c2ccccc2)cc1,8%,-5%,-14,i,-18%,0%,-6%,-21%[0.397 µM],i
NS(=O)(=O)c1ccc(CCNC(=O)CCC2COc3ccccc3O2)cc1 (configuration not stated),0%,-8%,0,-16%[57.5 µM],8%,1%,1%,-2%,i
CN(c1ccccc1)S(=O)(=O)c1ccc(Cl)c(C(=O)Nc2nc3ccccc3[nH]2)c1,-37%[inhibitor],·,53,i,0%,5%,11%,25%,i
COC(=O)[C@H](Cc1c[nH]c2ccccc12)NC(=O)CCCc1c[nH]c2ccccc12,14%,33%,-5,-2%,?,2%,13%,-2%,i
c1ccc(-c2nc3c4ccccc4ccn3c2CC2CCCCC2)cc1,2%,1%,-26,0%,10%,7%,7%,9%,i
O=C(N/N=C/c1ccccn1)c1ccc(Cl)cc1,-2%,-24%,?,-14%,?,?,?,10%,i
COC(=O)c1ccc(OCCOc2ccc(C(=O)OC)cc2)cc1,-11%,-19%,-9,i,37%[activator],-1%,-19%,-3%,i
O=C(Nc1ccccc1N1CCOCC1)c1cccc(F)c1,7%,3%,9,-67%[inhibitor],-3%,-30%[inhibitor],-61%[inhibitor],?,i
S=C(Nc1ccc(Br)cc1)N1CCn2cccc2C1c1cccnc1 (configuration not stated),7%,27%,-20,-35%[inhibitor],?,15%,7%,14%,i
O=C(CCc1nnc(CCC2CCCCC2)o1)NCc1ccon1,-1%,-18%,-2,-7%,9%,-1%,-1%,10%,i
CCc1ccc(NC(=O)c2ccc(OC)c([N+](=O)[O-])c2)cc1,0%,·,-12,-12%,-30%,2%,0%,11%,i
CCOC(=O)COc1ccc2c3c(c(=O)oc2c1C)CCC3,-1%,12%,8,-19%,12%,-1%,2%,-7%,i
O=C(CSc1ccnc(=O)[nH]1)NCc1ccc(F)cc1,0%,-20%,·,-33%[inhibitor],10%,·,-29%,3.2µM*,·
CCC(NC(=O)c1cncc(Br)c1)c1ccccc1 (configuration not stated),0%,9%,-3,i,-20%,-4%,-3%,10%,i
Nc1nnc(CCCCc2cccs2)o1,5%,28%,-22,-3%[57.5 µM],-8%,-5%,-12%,-9%,i
COc1cccc(/C=N/n2c(SC)nnc2-c2ccccc2)c1OC,-1%,-10%,9,-24%[57.5 µM],5%,4%,-29%,-4%,i
COc1ccc(/C=C\c2onc(C)c2S(=O)(=O)N2CCC(C(=O)Nc3ccc(C)c(F)c3)CC2)cc1,·,6%,·,i,9%,·,-4%,11%,·
COc1cc2c(C(=O)O)c(C)n(C)c2c2ccccc12,-3%,-15%,-8,-23%,13%,8%,-6%,1%,i
CCN1CCN(C(=O)CCN2C(=O)c3ccccc3C2=O)CC1,7%,-8%,0,i,54%[activator],-6%,-14%,-1%,i
CCCS(=O)(=O)N1CCCC(C(=O)NCCN(C)Cc2ccccc2)C1 (configuration not stated),0%,18%,-22,i,-23%,-9%,10%,-14%,·
CCSc1nnc(NC(=O)c2ccccc2)s1,-4%,-8%,10,-14%,3%,1%,2%,19%,i
O=C(Nc1cccc(S(=O)(=O)N2CCOCC2)c1)c1ccc(=O)[nH]c1,0%,16%,-8,19%,6%,-5%,-5%,-14%,i
C1CCC(c2nn3c(-c4n[nH]c5c4CCC5)nnc3s2)CC1,?,16%,5,-3%,55%[activator],0%,-23%,9%,i
CC(=O)Nc1sc2c(c1C(c1ccccc1)N1CCOCC1)CCCC2 (configuration not stated),-2%,8%,24,i,14%,1%,13%,8%,i
COc1cccc(COc2cc3ccccc3nc2C)c1,20%,13%,60,-28%,-6%,-13%,13%,?,i
Clc1ccc(CNc2ccccn2)cc1,3%,-13%,15,2%,-22%,2%,5%,2%,i
COc1ccc(N2C(=NC(=O)C3CCCCC3)SC3CS(=O)(=O)CC32)cc1 (configuration not stated),-1%,-2%,5,-5%,15%,3%,-8%,1%,i
O=C(O)Cc1ccc(O)c(O)c1,24%,-36%,23,-11%,2%,-14%&-4%,-21%,25%,i
CCSc1nc2c(c(=O)[nH]1)C(c1ccncc1)C(C(=O)OC(C)C)=C(C)N2 (configuration not stated),1%,22%,22,-21%,0%,2%,17%,7%,i
COC(=O)C(C)NC(=O)C12CC3CC(CC(C3)C1)C2 (configuration not stated),-7%,-20%,0,i,20%,-4%,7%,11%,i
CCCc1cc(=O)[nH]c(SCC(=O)N2CCc3ccccc3C2)n1,-4%,?,-25,-4%,-1%,-6%[1.84 µM],-1%,5%,i
COc1ccccc1N1CCN(Cc2ccco2)CC1,-2%,17%,-76*,-13%[57.5 µM],9%,2%,10%,16%,i
CC1(C)C(=O)N(c2ccccc2)C(=O)c2ccccc21,-3%,-1%,-19,16%,?,15%,-27%,4%,i
Cc1cccc(C)c1NC(=O)CN(C)C(=O)/C=C/c1cccs1,-1%,12%,20,i,5%,-2%,7%,?,i

# A stretch from the list above, as a working copy:
SMILES,GLP-1R agonist,FUS suppressor,D3 antag,PTHR1 ag,GLP-1R inv ag,aSyn rescue,Abeta rescue,TDP-43 yeast inh,Akt phos inh
CC1(C)C(=O)N(c2ccccc2)C(=O)c2ccccc21,-3%,-1%,-19,16%,?,15%,-27%,4%,i
Cc1cccc(C)c1NC(=O)CN(C)C(=O)/C=C/c1cccs1,-1%,12%,20,i,5%,-2%,7%,?,i

# (more compounds)
SMILES,GLP-1R agonist,FUS suppressor,D3 antag,PTHR1 ag,GLP-1R inv ag,aSyn rescue,Abeta rescue,TDP-43 yeast inh,Akt phos inh
COc1ccccc1/C=C/C=N/n1c(C)nnc1C,6%,10%,-12,i,0%,0%,-24%,0%,i
CC1=C(C(=O)N(C)C)CC(CC(=O)NCCN2CCOCC2)C(=O)N1Cc1ccc(C(C)(C)C)cc1 (configuration not stated),9%,-9%,-12,?,13%,-2%,-6%,19%,i
COc1ccc(CNC(=O)CN2C(=O)CCn3nc(-c4cn(C)c5ccccc45)cc32)cc1,·,?,·,i,9%,·,-6%,?,·
O=C(Nc1ccc(Cl)cc1)c1cc2c(Cl)nc3ccccc3c2s1,0%,-11%,·,-20%,-1%,·,-1%,5%,·
O=C(Cn1c(=O)nc(-c2ccccc2)c2cc(Cl)ccc21)NCCCc1ccccc1,-4%,21%,·,-28%,-30%,·,7%,18%,·
CCC(C)c1ccc(S(=O)(=O)N2CC(=O)Nc3ccccc32)cc1 (configuration not stated),-4%,-13%,9,i,0%,5%,14%,14%,i
Cc1ccc(OCC(O)Cn2c(=N)n(Cc3ccccc3)c3ccccc32)cc1 (configuration not stated),-5%,·,2,-96%[inhibitor],11µM*,0%,6%,-12%,i
CCOCCc1nn2c(=O)cc(CSCC(=O)Nc3cc(C)cc(C)c3)nc2s1,0%,-5%,6,-14%,-19%,2%,4%,3%,i
CCSc1nc2ccccc2c(=O)n1Cc1ccc(F)cc1,19%,-5%,8,i,?,-3%,-17%,8%[9.22 µM],i
COc1ccc(CCNC(=O)Cn2cc(C(=O)c3ccc(F)cc3)c(=O)c3ccc(C)nc32)cc1OC,·,44%,·,9%,3%,·,-18%,-5%,·
COc1ccccc1/C=N/NC1=NCCCCC1,0%,4%,4,-23%,16%,1%,-1%,-20%,i
O=C(COc1ccc(Br)cc1Cl)NC(=O)NCc1ccccc1,-1%,-12%,-4,-26%,-9%,4%,5%,10%,i

# An excerpt. The share of hits here may be higher or lower than overall.
